From PubChem BioAssay
KAT2A inh = inhibitors of human GCN5L2 histone acetyltransferase | hit rate 0.21% among 390,000 | GCN5L2 HAT assay, ThioGlo1 CoA-SH fluorescence | Potency, µM (highest dose often 58.9 µM), for the others: at the highest dose activity change, negative = inhibition, usual class: inhibitors | Q92830
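Preincubate 20nM GCN5L2 with compound 15 min, RT → add 50uM ThioGlo1 + 75uM H3(1-25) + 70uM acetyl-CoA → read fluorescence 0 and 20 min. Primary qHTS; fluorescent artifacts likely.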
TDP1 inh = blocks human tyrosyl-DNA phosphodiesterase 1; Q9NUW8; recombinant TDP1, AlphaScreen DNA substrate cleavage; Potency, µM (series often up to 130 µM), for the others: at the highest dose activity change, negative = inhibition, actives largely listed as inhibitors; hit rate 0.28% among 350,000; note: nearly all actives have a fitted effect of over 40% in size
Target sequence (Q9NUW8 whole entry, looked up): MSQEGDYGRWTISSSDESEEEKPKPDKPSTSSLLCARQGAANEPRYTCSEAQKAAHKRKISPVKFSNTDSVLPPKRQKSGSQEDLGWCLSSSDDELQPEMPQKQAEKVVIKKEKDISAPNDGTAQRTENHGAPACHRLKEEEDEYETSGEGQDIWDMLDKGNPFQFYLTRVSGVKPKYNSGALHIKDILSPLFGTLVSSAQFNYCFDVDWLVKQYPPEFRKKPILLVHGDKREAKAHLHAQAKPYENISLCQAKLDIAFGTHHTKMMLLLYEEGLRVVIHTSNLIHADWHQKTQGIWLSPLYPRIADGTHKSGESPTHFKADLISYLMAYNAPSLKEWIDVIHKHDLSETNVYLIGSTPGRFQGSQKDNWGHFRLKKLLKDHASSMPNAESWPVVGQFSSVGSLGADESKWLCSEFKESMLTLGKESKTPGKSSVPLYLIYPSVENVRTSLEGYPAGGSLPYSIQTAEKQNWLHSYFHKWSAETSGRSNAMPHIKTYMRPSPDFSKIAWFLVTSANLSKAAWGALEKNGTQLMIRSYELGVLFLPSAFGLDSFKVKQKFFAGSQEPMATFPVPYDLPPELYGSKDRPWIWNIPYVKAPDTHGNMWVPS
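Enzyme-compound mixtures sat 15 min at room temperature, followed by a 5 min reaction with 15 nM final substrate and 10 min with AlphaScreen beads. Recombinant human Tdp1 was used at 1 nM final.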
TDP1 cell noCPT = qHTS for Inhibitors of human tyrosyl-DNA phosphodiesterase 1 (TDP1): qHTS in cells in absence of CPT; DT40 Tdp1-/- hTDP1 cells, no CPT, ATP luminescence, 48 h; Potency, µM (series often up to 46.2 µM), without a hit: at the top dose activity change, negative = growth inhibition, most hits filed as inhibitors; hit rate 15% among 420,000; AID 686978, 2013; note: nearly all actives have a fitted effect of over 55% in size
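A cellular qHTS used chicken DT40 cells lacking endogenous Tdp1 but carrying stably transfected human TDP1. Compounds were applied without camptothecin, and cell growth kinetics were judged by ATP-dependent luminescence after ≥48 hr.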
The depositor's hits bear a star; ? = inconclusive; nt = not tested or not shown; & = joins results of further samples; [ ] = remark or other dose. Calls come from the whole dose curve; as a rule, active = well fitted curve in the direction sought with a large enough effect; inconclusive = small, poorly fitted or top-dose-only effect, or another doubt; inactive = no such curve, though single readings can be large; an effect the other way counts as inactive or inconclusive. % is set by controls: 0 for no effect and ±100 for the full control effect; potency is the fitted concentration of half-maximal effect. A portion of the library; the hit share may differ from the screen's.

Order of values: KAT2A inh, TDP1 inh, TDP1 cell noCPT
O=C(CSc1cccc(C(F)(F)F)c1)Nc1ccc(Cl)cc1Cl
→ -4.0%, 1.0%, -17.6%
COc1ccc(O)c(/C=N/N=C/c2cccc([N+](=O)[O-])c2)c1
→ -3.5%, 1.7%, 7.2%
CCCCN(C(=O)CC1CCCCC1)c1c(N)n(CC(C)C)c(=O)[nH]c1=O
→ 4.2%, -15.0%, -2.7%
CCOC(=O)C1=C(NC#N)OC(C)=C(C)C1c1ccc(O)cc1 (stereo unspecified)
→ 0.9%, 7.9%, 20.6µM*
CCOC(=O)c1c(CCl)nc2ccccc2c1-c1ccccc1
→ -0.9%, 7.5%, 23.1µM*
O=C(COC(=O)COc1ccccc1)Nc1ncc([N+](=O)[O-])s1
→ -8.6%, -8.0%, ?
CCOc1ccccc1CNC(=O)c1cccn1-c1nnc(N2CCCCC2)s1
→ 3.9%, 2.6%, ?
CCCC(=O)Nc1nc(C)c(-c2csc(Nc3ccccc3OC)n2)s1
→ -11.6%, 5.9%, ?
NC(=O)c1ccc(NC(=O)CSC2=Nc3ccccc3C3CC=NN23)cc1 (stereo unspecified)
→ 2.2%, 3.8%, 20.6µM*
COc1ccc(C2CC(=O)Oc3cc(C)c(Cl)c(C)c32)cc1 (stereo unspecified)
→ -18.1%, -7.4%[56.1 µM], ?
CC(C)(C)NC(=O)COc1coc(CN2CCN(C(=O)c3ccco3)CC2)cc1=O
→ -12.4%, 9.3%, -4.7%
COc1cc(NC(=O)CCNC(=O)Cn2cnc3ccccc3c2=O)cc(OC)c1OC
→ 1.1%&-7.6%, 3.2%&5.6%, -3.9%&-3.4%
CCCC(=O)N1N=C(c2ccccc2)CC1c1cn(C)c2ccccc12 (stereo unspecified)
→ -3.2%, 5.5%, ?
COC(=O)NNC(=S)NCc1ccccc1
→ -8.4%, -3.2%, 4.5%
CCOc1ccc(-n2nc3ccc(NC(=O)COc4ccc(OC)cc4)cc3n2)cc1
→ 2.9%, -5.7%[12.3 µM], ?
COc1cc(C2c3c(oc4ccccc4c3=O)C(=O)N2CCN2CCOCC2)cc(OC)c1OC (stereo unspecified)
→ -11.6%, 7.1%, -20.7%
CCOC(=O)c1c(NC(=O)c2ccc(S(=O)(=O)N(C)CC3CCCO3)cc2)sc2c1CC(C)(C)NC2(C)C (stereo unspecified)
→ -0.8%, 3.8%, -27.4%
Cc1ccc(S(=O)(=O)Nc2ccc(Cl)cn2)cc1C
→ -5.4%, nt, -6.0%
Cc1c(-c2ccccc2)nnn1-c1ccc(F)cc1F
→ -1.9%, nt, -19.1%
COc1cc(CNCCSc2nnnn2C)cc(Cl)c1OCc1ccccc1
→ -1.2%, 3.2%, ?
CCc1nc2nc(C)cc(Nc3cc(Cl)ccc3OC)n2n1
→ -2.6%, 2.5%, -29.2%
O=c1cc(N2CCN(c3ccc(F)cc3)CC2)[nH]c(=O)n1-c1ccc(Br)cc1
→ 1.9%, 0.0%, ?
Cc1cc(OC(=O)c2ccc(C)c(C)c2)c([N+](=O)[O-])c(=O)[nH]1
→ -3.2%, -12.4%, -0.3%
Cc1nc2c(O)cccc2c(=O)[nH]1
→ -11.0%, 9.5%, -0.1%
CCCOC(=O)CSc1nnc(-c2ccccc2Cl)o1
→ -1.5%, -8.6%, -5.5%
O=C(COC(=O)CNS(=O)(=O)c1ccc(Cl)cc1)NC1CCCCC1
→ -5.3%, -3.7%, ?
CC(C)(C)c1ccc(C(=O)NCC(=O)N2CCNC(=O)C2)cc1
→ -2.4%, nt, -21.6%
Cc1nonc1OCCNC(=O)C12CC3CC(CC(C3)C1)C2
→ -2.8%, 2.2%, -21.3%
COC(=O)C1=C(C(=O)OC)SC2(S1)C(C(=O)OC)=C(C(=O)OC)SC1=C2c2cc(C)ccc2NC1(C)C
→ -4.6%, 6.8%, 14.6µM*
CN(C)C(=O)CSc1ncnc2scc(-c3ccccc3)c12
→ -1.9%, 1.2%, -27.7%

Among those listed so far, 2 have a tert-butyl group:
Order of values: KAT2A inh, TDP1 inh, TDP1 cell noCPT
CC(C)(C)NC(=O)COc1coc(CN2CCN(C(=O)c3ccco3)CC2)cc1=O
→ -12.4%, 9.3%, -4.7%
CC(C)(C)c1ccc(C(=O)NCC(=O)N2CCNC(=O)C2)cc1
→ -2.4%, nt, -21.6%

(next part)
Order of values: KAT2A inh, TDP1 inh, TDP1 cell noCPT
Cc1ccc(C(=O)OCC(=O)Nc2ccc(Cl)cn2)cc1S(=O)(=O)N1CCOCC1
→ -8.0%, -8.1%, -21.3%
O=C1CC(N2CCN(c3ccccc3)CC2)C(=O)N1c1cccc(Br)c1 (stereo unspecified)
→ -26.4%, 1.6%, 3.5%
O=S(=O)(Nc1ccc(F)cc1)c1ccc(NC(=S)Nc2ccccc2)cc1
→ -0.6%, 3.8%, -29.1%
COC(=O)Nc1ccc(S(=O)(=O)Nc2cccc3ccccc23)cc1
→ 0.4%, 0.7%[56.1 µM], ?
COc1ccccc1N1CCN(CCN(C(=O)c2ccc(F)cc2)c2ccccn2)CC1
→ 2.8%&1.6%, 9.6%[56.1 µM], ?
COc1ccc(C(=O)/C=C/C(=O)N(CC(=O)NC2CCCCC2)Cc2ccccc2OC)c(O)c1
→ -2.4%, 1.2%, 2.06µM*
COC(=O)c1[nH]c2ccccc2c1NC(=O)c1ccccc1[N+](=O)[O-]
→ -0.3%, 8.2%, 1.1%
COc1ccc(NC(=O)CSc2nnc(-c3ccncc3)o2)c(OC)c1
→ -25.9%, 1.4%, -11.1%
CCOC(=O)Cn1ccc(O)c(Cc2ccc(Cl)cc2Cl)c1=O
→ -20.2%, 3.1%, 10.5%
COc1ccc(NC(=O)N(C)C[C@H]2Oc3c(NS(=O)(=O)c4ccc(F)cc4)cccc3C(=O)N([C@H](C)CO)C[C@@H]2C)cc1
→ -2.1%, 0.7%, 2.2%
CCOc1ncccc1C(=O)OC(C)C(=O)Nc1ccc(N2CCOCC2)cc1 (stereo unspecified)
→ -4.6%, 0.5%, -5.6%
c1ccc(-c2csc3ncnc(NCc4ccccn4)c23)cc1
→ -4.5%, 6.2%, 9.2µM*
COc1cc(CCC(=O)Oc2ccc(C(C)=O)cc2)cc(OC)c1OC
→ -0.2%, 1.9%, ?
Cc1cc(/C=C2/C(=O)N(C)C(=S)N2C)c(C)n1C1CC1
→ -1.5%, 0.0%, ?
Cn1c(-c2ccc(C(F)(F)F)cc2)cc2onc(-c3ccccc3)c2c1=O
→ -2.2%, -2.5%, -2.9%
CC(C)(C(=O)O)n1cncn1
→ -6.6%, -2.6%, -16.3%
O=C(O)/C=C/C(=O)NCCc1cccc(Cl)c1
→ -18.7%, 5.4%, -3.7%
Cc1cccc(N2CCN(C(=O)COc3ccc4ccc(=O)oc4c3)CC2)c1C
→ -7.3%, 5.8%, ?
COc1ccc(-c2cc([C@H]3[C@H]4C=CC[C@@H](C)[C@@H]4C(=O)N3Cc3ccccc3)ccc2F)cc1
→ -3.7%, -2.4%, 14.6µM*
COc1ccc(OC)c(NC(=O)c2nnn(Cc3ccccc3C)c2N)c1
→ -17.5%, 9.1%, ?
CCCCc1nn2c(=O)cc(COC(=O)c3ccc(NC(=O)C4CCCCC4)cc3)nc2s1
→ -2.2%, -1.2%, ?
O=C(NCC1CCCO1)c1cc([N+](=O)[O-])ccc1Cl (stereo unspecified)
→ -5.2%, 2.6%, -10.2%
O=C(CSc1nnc(Cc2cc(=O)[nH]c(=O)[nH]2)n1-c1ccccc1)N1CCCCC1
→ -3.2%, -3.7%, -4.5%
CCCCCC(=O)NNC1CC(=O)N(c2cccc(OCC)c2)C1=O (stereo unspecified)
→ -0.4%, 8.3%, 8.2%
COc1cccc(CC(=O)NC2CCCN(Cc3ccccc3F)C2)c1 (stereo unspecified)
→ 0.4%, nt, 13.6%
CCc1noc(C)c1C(=O)Nc1ncc(C)s1
→ -2.1%, -3.3%, 3.5%
CN(C(=O)CSc1nnc(-c2ccccc2F)o1)c1ccccc1
→ -7.5%, -14.6%, 0.6%
O=C1OCC2=C1C(c1ccccc1)CC(=O)N2c1ccc(F)cc1 (stereo unspecified)
→ -12.6%, 1.3%, 11.3%
Cn1cnnc1SCC(=O)Nc1ccc(S(N)(=O)=O)cc1
→ -22.5%, 1.5%, -6.0%
CCOC(=O)c1ccc(-n2c(CN3CCOCC3)nc3ccc([N+](=O)[O-])cc3c2=O)cc1
→ -10.0%, 1.2%, -3.8%
Cc1ccc(S(=O)(=O)N2[C@@H](c3ccc(C(C)C)cc3)C(C(=O)O)=C[C@H]2C(C)(C)C)cc1
→ -4.1%, 0.8%, -29.4%
COc1ccc(C(=O)NCCc2c[nH]c3ccc(OC)cc23)cc1
→ -15.1%, nt, -18.8%
O=C(COc1ccccc1Cl)Nc1ccc2[nH]c(=O)[nH]c2c1
→ 3.6%, -14.8%, -12.4%
CCOC(=O)c1cnc2c(C)c(C)ccc2c1Nc1ccc(S(=O)(=O)Nc2ncccn2)cc1
→ 51.6%[activator], 0.6%, -4.3%
COc1ccccc1/C(C)=N/Oc1cc(N)cc([N+](=O)[O-])c1
→ -0.8%, -9.6%, -15.6%
CC(C)(C)c1ccc(C(=O)NCC(=O)OCCN2C(=O)c3ccccc3C2=O)cc1
→ -1.5%, nt, -17.6%
COCCNC(=O)CSc1nc2cc3c(cc2c(=O)n1CCCCCC(=O)NCCc1ccc(OC)c(OC)c1)OCO3
→ -5.9%, 2.5%, -10.2%
NC1=NC(=O)C(Cc2ccccc2)S1 (stereo unspecified)
→ -4.7%, 0.0%, 3.0%
CCCOC(=O)C1=C(C)NC2=C(C(=O)CC(C)(C)C2)C1c1cccnc1 (stereo unspecified)
→ -6.6%, 0.0%, ?
Cc1c(NC(=O)/C(C#N)=C/c2ccc(-c3ccccc3Cl)o2)c(=O)n(-c2ccccc2)n1C
→ -7.5%, 8.2%, 29.1µM*
COc1cc2c(cc1OC)CN(Cc1cc(OC)c3c(c1)OCO3)CC2
→ 5.4%, nt, ?
COc1ccccc1N(CC(O)Cn1c(C)nc2ccccc21)S(=O)(=O)c1ccccc1 (stereo unspecified)
→ 0.0%, 0.0%, 29.1µM*
O=C(O)c1cc([N+](=O)[O-])cc2c1C=Cc1ccccc1O2
→ -7.3%, nt, -33.7%
O=C(Nc1ccc2c(c1)OCO2)C1CCN(c2ccc(S(=O)(=O)N3CCOCC3)cc2)CC1
→ 1.1%, 2.9%, -5.6%
CCN(CC)CCCNC(=O)CCC(=O)Nc1ccc2nc(N3CCC(C)CC3)cc(C)c2c1
→ -5.4%, 1.2%, ?
CCOc1ccc(Cl)cc1CNCCCSc1nnnn1C
→ -0.4%, 4.7%, -29.0%
CC(C(=O)NC1CCCCCC1)n1cc([N+](=O)[O-])cn1 (stereo unspecified)
→ -0.2%, 5.9%[0.0935 µM], -6.6%
CCN1CCN(C(=O)c2ccc(Cl)c(S(=O)(=O)N3CCCCC3)c2)CC1
→ -9.7%, 1.0%, 0.0%
CN(C)CC[C@H](c1ccc(Br)cc1)c1ccccn1
→ 6.3%[21.4 µM], 3.9%[56.1 µM], nt
Cc1nc(-c2ccccc2)sc1C(=O)NN
→ -8.2%, 5.9%, -22.5%

A section from the list above, as a working copy:
Order of values: KAT2A inh, TDP1 inh, TDP1 cell noCPT
CN(C)CC[C@H](c1ccc(Br)cc1)c1ccccn1
→ 6.3%[21.4 µM], 3.9%[56.1 µM], nt
Cc1nc(-c2ccccc2)sc1C(=O)NN
→ -8.2%, 5.9%, -22.5%

Returning to the listing; the 3 compounds before the break are reprinted first.
Order of values: KAT2A inh, TDP1 inh, TDP1 cell noCPT
CCN1CCN(C(=O)c2ccc(Cl)c(S(=O)(=O)N3CCCCC3)c2)CC1
→ -9.7%, 1.0%, 0.0%
CN(C)CC[C@H](c1ccc(Br)cc1)c1ccccn1
→ 6.3%[21.4 µM], 3.9%[56.1 µM], nt
Cc1nc(-c2ccccc2)sc1C(=O)NN
→ -8.2%, 5.9%, -22.5%
COc1ccc(OCc2nnc3n2N=C(c2ccc(Br)cc2)CS3)cc1
→ -15.9%, 7.4%, ?
CCN1CCN(Cc2ccc(NC(=O)c3cc(NC(=O)c4ccno4)cc(OC)c3)cc2C(F)(F)F)CC1
→ -9.8%, 3.5%, 23.1µM*
O=C(O)CCC(=O)N1N=C(c2ccc(Br)cc2)CC1c1cccc(Br)c1 (stereo unspecified)
→ -0.6%, 4.3%, -22.3%
Cc1cc(/C=N/Nc2ncnc(N)c2[N+](=O)[O-])c(C)n1-c1ccccc1
→ -9.6%, nt, ?
COc1ccccc1NC(=S)NC1CC2CCC1C2 (stereo unspecified)
→ -2.2%, -1.3%, ?
CSc1nc(Oc2ccccc2)c2sccc2n1
→ -4.7%, 0.0%, -19.3%
COCCCNC(=S)N/N=C/c1ccc(N(C)C)cc1Cl
→ -5.1%, 8.9%, ?
CCOC(=O)C(NC(=O)NC1CCCCC1)(c1ccccc1)C(F)(F)F (stereo unspecified)
→ 1.2%, 9.3%, -2.9%
